Compound activity from PubChem.
EWS-Fli block: blocks EWS/Fli oncoprotein-driven transcription. A673 NR0B1-luciferase reporter, viability-normalised. inhibition, % at 12.6 µM. actives 0.67% (n = 350,000);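 active = mean inhibition of at least 50% after viability correction, with every replicate also passing that limit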;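 note: firefly luciferase signal divided by Alamar Blue viability fluorescence both relative to DMSO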
Cneo AK release: causes C. neoformans cell lysis; adenylate kinase release luminescence, 4 h; normalised: neutral wells 0, clomiphene wells 100; lysis activity, % at 15 µM; actives 0.2% (n = 360,000);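 active = mean lysis activity across replicates of at least 80%, whatever share of replicates individually reach that level; inactive = mean lysis activity below 80%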
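read-out = cell lysis signal | test system = log-phase Cryptococcus neoformans yeast cells | input = cells at 5 × 10^6 per mL | medium = fresh YPD growth medium | signal = luminescent adenylate kinase detection reagent | timing = 4 h at 37 °C static, read 1 h later | dosing = single dose | controls = Clomiphene as positive lysis control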
PAX8 reporter: inhibitors of PAX8 transcriptional activity in RMG-I cells; AID 652154; RMG-I TPO-luciferase reporter, SteadyGlo, 24 h; inhibition, % at 12.6 µM; actives 1.2% (n = 360,000);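 active = mean replicate inhibition at least 60% with every replicate also reaching 60%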;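 note: luciferase light reporting Pax8 driven TPO promoter activity; plate controls were median of neutral control wells for no effect and mitoxantrone controls for full effect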
CASP6 VEID inh: inhibitors of human caspase-6; inhibition, % at 12.5 µM; actives 0.53% (n = 350,000); purified caspase-6, Z-VEID-R110 cleavage fluorescence; AID 686996; P55212;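 active = mean inhibition across replicates at least about 35%, with every replicate also reaching that limit, limit read from the data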;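 note: 0% = median of neutral control wells and 100% = no fluorescence left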
Target sequence (P55212 24-179 limits assumed): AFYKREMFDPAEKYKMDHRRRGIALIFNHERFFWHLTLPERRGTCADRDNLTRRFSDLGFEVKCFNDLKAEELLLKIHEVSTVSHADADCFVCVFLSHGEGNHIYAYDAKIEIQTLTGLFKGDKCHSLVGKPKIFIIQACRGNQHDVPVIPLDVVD
Target sequence (P55212 194-293 limits assumed): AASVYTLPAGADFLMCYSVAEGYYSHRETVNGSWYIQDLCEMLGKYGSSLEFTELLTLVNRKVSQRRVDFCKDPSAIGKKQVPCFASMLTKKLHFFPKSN
FN deposit inh: fibronectin deposition inhibition; AH1F fibroblasts, Alexa488-fibronectin deposition fluorescence, overnight; inhibition, % at 12.6 µM; actives 0.086% (n = 350,000); AID 743247;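 active = mean inhibition across replicates of 30% or more, regardless of how many single replicates reach that level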;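 note: positive control wells lacked labelled fibronectin entirely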
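Assay system: AH1F fibroblasts assembling fluorescent fibronectin matrix; Amount: 10000 AH1F cells per well; Buffer or medium: DMEM, 2% serum; Probe or stimulus: Alexa488-fibronectin, 24 nM final in well; Doses: single compound dose, delivered by pin transfer; Incubation: 1 h adhesion, overnight exposure; Measured by: fluorescence 485/525 nm; Read-out: fibronectin deposition inhibition.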
PGC1a acetyl inh: PGC1a acetylation modulation, inhibitor mode. U2OS PGC1a acetylation, AlphaScreen anti-acetyl-lysine; with virally co-expressed GCN5 acetyltransferase. inhibition, % at 15.6 µM. actives 0.17% (n = 350,000);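 active = every replicate shows inhibition of at least 40%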;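 note: 0% = neutral control wells and 100% = positive control wells; some results beyond the cut were filed as inactive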
miR122 inh: blocks miR-122 activity in Huh7 sensor cells | activation (reporter increase), % at 12.5 µM | actives 0.3% (n = 340,000) | AID 602342 | Huh7 miR-122 Renilla luciferase sensor, 48 h; neutral wells = 0, positive control = 100;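 active = mean replicate activation score at least 90 and every replicate individually at or above 90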;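 note: higher luciferase means less miR-122 activity so hits act as miR-122 inhibitors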
LGR2 inh: inhibitors of bursicon-induced Drosophila LGR2 receptor cAMP signaling | HEK293 LGR2, CRE-luciferase, bursicon-stimulated, 4 h | inhibition, % at 9.99 µM | actives 0.35% (n = 380,000);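 active = drop in luminescence signal, shown as inhibition above about 50% in the replicate tests, limit read from the data, passing the limit was not always enough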;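 note: agonist challenge used bursicon conditioned medium at about half maximal strength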
* = called active by the depositor; / = no result given; & = joins results of further samples; [ ] = dose if it differs, or a comment.

SMILES | EWS-Fli block | Cneo AK release | PAX8 reporter | CASP6 VEID inh | FN deposit inh | PGC1a acetyl inh | miR122 inh | LGR2 inh
CCCNC(=O)N[C@H]1CC[C@@H](CCn2cc(C3CC3)nn2)O[C@H]1CO | -6 | 4 | -7 | -4 | -1 | 4 | / | -3
CCC(C)C(NC(C)=O)C(=O)NC(=O)NC(c1ccccc1)c1ccccc1 (configuration not stated) | / | -1 | / | / | / | -5 | -1 | -18
CCCCCc1cc(=O)c2ccccc2o1 | -33 | 0 | -23 | -3 | -1 | 2 | -2 | -4
O=C(c1cccs1)N1CCN=C1SCc1cccnc1 | / | 2 | / | / | 19 | -37 | 9 | /
CC(C)NC(=O)Nc1ccc2c(c1)C(=O)N([C@@H](C)CO)C[C@@H](C)[C@H](CN(C)C(=O)Nc1ccc3c(c1)OCO3)OCCCC[C@@H](C)O2 | -2 | 1 | 17 | -2 | -2 | 7 | -6[16.7 µM] | 7
CN1CCCC(n2nc(Cc3ccc(Cl)cc3)c3ccccc3c2=O)CC1 (configuration not stated) | 15 | 1 | -4 | 15 | 4 | / | -4 | 3
Cc1cc(C)n(Cc2ccccc2F)c(=O)c1C#N | -7 | 0 | -9 | 0 | -3 | 1 | 0 | 4
CCNC[C@@H]1[C@H](c2ccc(C3=CCCC3)cc2)[C@H](CO)N1c1nc(C)c(C)s1 | 16 | -5 | 9 | / | 0 | -21 | -25[16.7 µM] | -15
CN(C)/C=C1\SC(=S)N(c2ccc(Br)cc2)C1=O | -60 | 1 | -39 | 4 | 7 | 15 | -3 | -31
COCC(=O)N1CCCC(N(C)CCc2ccc(OC)c(OC)c2)C1 (configuration not stated) | -14 | 5 | -22 | 2 | 1 | -8 | 0 | /
CCCOc1ccc(-c2cnc(SCC(N)=O)nc2N)cc1 | / | 0 | / | / | / | 2 | -3 | 16
C[C@H]1CN([C@@H](C)CO)S(=O)(=O)c2ccc(C#Cc3cccnc3)cc2O[C@@H]1CN(C)C(=O)CN(C)C | 0 | 61 | / | 0 | -6 | -6 | -5[16.7 µM] | -1
O=C1CCc2cc(S(=O)(=O)N3CCC(C(=O)NCCC4=CCCCC4)CC3)ccc2N1 | 0 | -1 | 5 | -1 | 3 | -14 | 0 | -5
COc1cc(Nc2ccc(C)cc2)c([N+](=O)[O-])nc1[N+](=O)[O-] | / | -8 | / | / | 3 | -1 | 13 | /
Cc1ccc(-c2c(C(=O)N/N=C/c3cccnc3)nnn2-c2nonc2N)cc1 | / | 0 | -9 | 3 | 1 | 8 | -2 | -4
CC1CN(S(=O)(=O)c2csc(C(=O)Nc3ccccc3)c2)CC(C)O1 (configuration not stated) | / | -2 | 15 | -1 | 0 | 0 | -3 | -9
COc1ccccc1CNC(=O)CNC(=O)c1ccc(Br)o1 | -4 | -3 | / | 1 | -2 | 0 | 2 | 4
C[C@H]1CN([C@@H](C)CO)C(=O)c2cccc(NC(=O)c3ccncc3)c2O[C@@H]1CN(C)S(=O)(=O)c1ccc(Cl)cc1 | 7 | 0 | 3 | 2 | / | 5 | -3[16.7 µM] | /
COc1ccccc1-c1cnc2c(c1)C(=O)N([C@H](C)CO)C[C@H](C)[C@@H](CN(C)C(C)=O)O2 | -15 | 8 | / | 1 | / | -1 | 4[16.7 µM] | -5
COc1ccccc1NC(=O)Nc1nc(C(N)C(C)C)cs1 (configuration not stated) | 8 | -1 | 2 | -2 | 0 | -20 | 1 | -8

Reprinted from the part before: three entries, then new ones.
SMILES | EWS-Fli block | Cneo AK release | PAX8 reporter | CASP6 VEID inh | FN deposit inh | PGC1a acetyl inh | miR122 inh | LGR2 inh
C[C@H]1CN([C@@H](C)CO)C(=O)c2cccc(NC(=O)c3ccncc3)c2O[C@@H]1CN(C)S(=O)(=O)c1ccc(Cl)cc1 | 7 | 0 | 3 | 2 | / | 5 | -3[16.7 µM] | /
COc1ccccc1-c1cnc2c(c1)C(=O)N([C@H](C)CO)C[C@H](C)[C@@H](CN(C)C(C)=O)O2 | -15 | 8 | / | 1 | / | -1 | 4[16.7 µM] | -5
COc1ccccc1NC(=O)Nc1nc(C(N)C(C)C)cs1 (configuration not stated) | 8 | -1 | 2 | -2 | 0 | -20 | 1 | -8
Cc1ccnc(NC(=O)c2cccc(S(=O)(=O)N3CCN(c4ccc(F)cc4)CC3)c2)c1 | 4 | -2 | 28 | 0 | -5 | -18 | -10 | -9
COc1ccc(-c2sc3ccccc3c2-c2ccc(OCCN(C)C)cc2)cc1 | 43 | 21 | 100* | -2 | 5 | / | / | 9
FC(F)(F)c1cc(Cl)c2nc(-c3ccc(Cl)cc3)c(Cc3ccsc3)n2c1 | 3 | / | 9 | 5 | -8 | / | / | -15
Cc1cc(NC(=O)CSC2=NCCS2)no1 | / | 1 | 19 | / | -5 | 12 | -2 | /
CN1CCN(c2ccc([N+](=O)[O-])cc2C(=O)c2ccccc2)CC1 | 5 | 2 | 18 | -1 | 0 | / | 5 | -10
CCS(=O)(=O)N1[C@H](C#N)[C@@H](c2ccc(-c3cccc(F)c3)cc2)[C@@H]1CO | -8 | / | -19 | / | 25 | 5 | / | -5
O=C1Nc2ccccc2Nc2ccc([N+](=O)[O-])cc21 | -1 | -5 | -7 | 5 | 4 | -8 | -4 | 38
O=C(C[C@@H]1CC[C@H]2[C@@H](COC[C@H](O)CN2C(=O)Nc2ccccc2)O1)NCCc1ccncc1 | -6 | -1 | -10 | 2 | -5 | -14 | 3[16.7 µM] | -18
CN(Cc1cccc2cnccc12)C(=O)c1cc(COc2ccc(F)cc2F)on1 | -6 | 2 | / | -2 | -2 | 4 | -10 | 2
CC(C)c1ccc(NC(=O)N2CCCC2C(=O)Nc2ccc(-n3cnnn3)cc2)cc1 (configuration not stated) | -26 | / | -3 | 2 | -4 | / | / | -2
Cc1ccccc1NC(=O)c1cccc(S(C)(=O)=O)c1 | -5 | / | -22 | 1 | -9 | 0 | / | -14
COc1ccc2c3c([nH]c2c1)[C@H](CO)N(C(=O)c1ccccc1)CC31CCN(C)CC1 | 15 | / | / | 0 | / | -9 | / | -5
CC1(C(=O)NS(=O)(=O)c2ccc(Cl)cc2)CCN1C(=O)c1cccc(F)c1 (configuration not stated) | -3 | 0 | 12 | -2 | -6 | 5 | -2 | 14
CCC(C)c1ccccc1NS(=O)(=O)c1cnn(CC)c1 (configuration not stated) | / | -1 | 3 | 1 | -4 | -2 | 8 | 24
COc1nc(-c2ccccc2)ccc1-c1noc(C)n1 | / | / | -140 | -1 | 4 | -10 | 4 | /
COc1ccc(CC(=O)N/N=C(\C)CC(=O)Nc2ccc3c(c2)OCCO3)cc1 | 4 | -5 | 6 | -3 | -8 | 0 | -3 | -7
COc1cccc(/C=N/NC(=S)Nc2cccc(C(=O)O)c2)c1 | 3 | / | -19 | 0 | 1 | / | / | 38
C[C@H]1CN([C@@H](C)CO)C(=O)c2cccc(NC(=O)c3ccncc3)c2O[C@H]1CN(C)C(=O)Nc1ccccc1 | 6&-4 | 14&1 | 3 | -3&1 | 4 | 4 | 8[16.7 µM] | -7&2
Cc1sc(NC(=O)CSc2nnnn2C2CCCCC2)c(C#N)c1C | / | 2 | / | / | -11 | 18 | -11 | /
CCOc1c2ccc(C(=O)NCc3ccc(C)cc3)cc2nn1CCOC | -10 | -1 | -1 | 2 | -12 | / | / | -10
COc1c2c(c3c(c1OC)c(=O)c1ccccc1n3C)OCO2 | -12 | -3 | 20 | / | 4 | 5 | 1 | -3
Nc1c(C(=O)NCc2ccccc2)c2nc3ccccc3nc2n1CCCN1CCOCC1 | 10 | / | 31 | 6 | 1 | / | / | 1
Cc1nc2ncccn2c1-c1csc(Nc2ccccc2)n1 | 11 | / | -5 | 0 | -14 | / | / | /
Cc1nc(SCCOc2ccccc2)[nH]c(=O)c1Cc1ccccc1 | 4 | / | -4 | 1 | 2 | 1 | / | 11
CN1CCN(C(=O)C2=C[C@@H](C3CC3)C[C@@H](OCc3ccc(CO)cc3)O2)CC1 | -8&-7 | -2&-1 | 4&-45 | 0&-3 | 21 | 17&3 | -3 | 9
CC(=O)NC12CC3CC(C1)CC(C(=O)OCC(=O)Nc1ncc(Cl)cc1Cl)(C3)C2 | / | -1 | / | / | 6 | -12 | 3 | /
CO[C@@H]1CN(C)C(=O)c2cc(NS(C)(=O)=O)ccc2OC[C@H](C)N(C(=O)NC(C)C)C[C@@H]1C | 8 | / | -5 | / | / | 0 | -18[16.7 µM] | 14
COc1ccc(C)cc1NC(=O)C1CCCCN1S(=O)(=O)c1ccccc1 (configuration not stated) | 1 | -2 | 22 | 0 | -5 | 4 | -4 | 6
CC(C)c1ccc(C(=O)NCc2ccc(Cl)cc2)cc1 | / | 3 | -79 | / | -5 | / | 6 | -63
CCOc1ccc(C(=O)NCC(=O)N2CCCC2)cc1 | -24 | -1 | -27 | 0 | 1 | 5 | -3 | 4
C=CCNC(=O)C12CCC(C)(C(=O)C1Br)C2(C)C (configuration not stated) | / | -1 | 8 | / | 1 | / | -5 | -10
COC(=O)c1ccc(Cn2cc(C(F)(F)F)cc([N+](=O)[O-])c2=O)cc1 | 2 | / | 26 | 0 | 10 | -4 | / | -6
CCCCNC(=O)CSc1nc2ccc(C)cc2[nH]1 | 7 | / | -2 | 1 | -9 | 6 | / | -14
CC(C)CNC1CS(=O)(=O)CC1O (configuration not stated) | -4 | -3 | 2 | 0 | 8 | -3 | -4 | 12
COCC(=O)N1[C@H](C#N)[C@@H](c2ccccc2)[C@@H]1CO | 0 | 0 | 8 | 0 | -5 | 1 | / | 2
COc1ccc(C(=O)NCCc2ccccc2)cc1[N+](=O)[O-] | -65 | -1 | -35 | -1 | -7 | / | / | -8
O=C(CSc1nnc(-c2ccc([N+](=O)[O-])cc2)o1)Nc1ccccn1 | 9 | / | -45 | 2 | -8 | / | / | -25
CCOc1cc(C(=O)NCc2ccco2)cc(OCC)c1OCC | 14 | -1 | 26 | 12 | -2 | -3 | 4 | 11
CCN(CC(=O)NCc1cccs1)C(=O)c1ccc(S(=O)(=O)N(CC)c2ccccc2)cc1 | 1 | 1 | 1 | 0 | -1 | / | / | 24
Cc1cccc(C(=O)NNC(=O)c2ccc(Br)cc2)c1 | -20 | / | -37 | -1 | 1 | / | / | -4

Two records drawn at random from those above, as already listed:
SMILES | EWS-Fli block | Cneo AK release | PAX8 reporter | CASP6 VEID inh | FN deposit inh | PGC1a acetyl inh | miR122 inh | LGR2 inh
COc1ccc(C)cc1NC(=O)C1CCCCN1S(=O)(=O)c1ccccc1 (configuration not stated) | 1 | -2 | 22 | 0 | -5 | 4 | -4 | 6
CC(=O)NC12CC3CC(C1)CC(C(=O)OCC(=O)Nc1ncc(Cl)cc1Cl)(C3)C2 | / | -1 | / | / | 6 | -12 | 3 | /

New compounds follow
SMILES | EWS-Fli block | Cneo AK release | PAX8 reporter | CASP6 VEID inh | FN deposit inh | PGC1a acetyl inh | miR122 inh | LGR2 inh
CC1(C(=O)NS(=O)(=O)c2cccs2)CCN1C(=O)Cc1ccccc1 (configuration not stated) | -13 | -3 | 3 | 1 | -2 | 3 | -1 | 3
COc1ccccc1N1CCN(C(=O)CCc2nnc3ccc(N4CCCC4)nn23)CC1 | -6 | -2 | 19 | -1 | -6 | 7 | -8 | 12
CC(=O)Nc1ccc(S(=O)(=O)N(C)c2ccc(O)cc2)cc1 | / | 1 | 1 | / | 8 | -4 | -9 | /
COc1ccc(S(=O)(=O)NC(C)c2ccc3c(c2)OCCO3)cc1 (configuration not stated) | 3 | -1 | -6 | -3 | / | / | -2 | 8
NCC[C@H]1CC[C@@H](NC(=O)C2CC2)[C@H](CO)O1 | -2 | / | / | 3 | 6 | -1 | / | 9
O=C(NCc1ccccc1)C1CC(=O)N(C2CCCCC2)C1 (configuration not stated) | / | 1 | 6 | -1 | 7 | 3 | 1 | 15
